Screens as filed in PubChem BioAssay.
PKA-R2B activ – activates the human PKA-R2B holoenzyme complex; actives 0.079% (n = 340,000); AID 504700; activation, % at 11.4 µM; PKA-R2B holoenzyme dissociation, Cy5-IP20 fluorescence polarization; R2B truncated from residue 108, S112A mutant; 0% DMSO only, 100% 113 µM cGMP;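 active = activation above a cutoff set at the mean over all compounds plus 3 SD, cut at about 18% in these data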;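 also: higher means more holoenzyme dissociation and a rise in polarization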
Target sequence (P31323 whole entry, looked up, other chains not shown, the tested form may be a part): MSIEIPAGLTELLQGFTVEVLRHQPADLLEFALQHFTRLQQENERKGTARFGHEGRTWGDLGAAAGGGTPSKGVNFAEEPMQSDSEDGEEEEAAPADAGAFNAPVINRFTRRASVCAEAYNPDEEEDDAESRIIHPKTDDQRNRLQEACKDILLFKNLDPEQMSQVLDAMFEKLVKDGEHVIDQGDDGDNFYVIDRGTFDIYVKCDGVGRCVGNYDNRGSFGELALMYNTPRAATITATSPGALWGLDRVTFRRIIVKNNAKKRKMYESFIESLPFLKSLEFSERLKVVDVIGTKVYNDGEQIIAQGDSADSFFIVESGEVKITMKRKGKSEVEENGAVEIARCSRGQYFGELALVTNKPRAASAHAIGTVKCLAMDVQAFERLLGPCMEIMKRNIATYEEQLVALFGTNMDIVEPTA
CAL PDZ FP-1 – blocks peptide binding to human CAL PDZ domain. Q9HD26. purified CAL PDZ, TMR-peptide fluorescence polarization, 1 h. inhibition, % at 20 µM. actives 0.02% (n = 330,000). AID 504414;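 active = highest replicate inhibition of at least 40%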;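 also: plate controls were DMSO neutral control wells for no effect and unlabeled competitor peptide control wells for full effect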
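Material: tagged CAL PDZ protein CerCALP, purified; buffer or medium: sodium phosphate/NaCl buffer pH 7.4 with TCEP, IgG, Thesit; also added: fluorescent TMR peptide probe; schedule: 1 h incubation at room temperature before polarization reading; technique: fluorescence polarization from S- and P-plane intensities, G-factor corrected; control set: unlabelled peptide and DMSO controls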
cardiac RTF act – increases calcium sensitivity of human cardiac regulated thin filaments. P19429+P45379. IANBD-labeled TnC RTF fluorescence at EC20 calcium; 0% EC20 calcium, 100% full calcium. activation, % at 7.2 µM. actives 0.24% (n = 340,000);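 active = activation above the mean over all tested compounds plus 3 SD, cut at about 30% in these data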;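 also: rise in fluorescence read as greater calcium sensitivity of cardiac thin filaments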
CAL PDZ FP-2 – CAL PDZ (human) peptide binding inhibition. AID 602252. actives 0.92% (n = 300,000). purified CAL PDZ, TMR-peptide fluorescence polarization, 1 h. inhibition, % at 24.9 µM;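 active = mean inhibition of at least 30% with at least half of replicates also reaching 30%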;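 also: 0% = DMSO neutral control and 100% = excess unlabeled competitor peptide PRC23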
Rtt109 Vps75 – inhibitors of Candida albicans Rtt109/Vps75 histone acetyltransferase; Q5AAJ8; purified Rtt109/Vps75, ThioGlo CoA-SH fluorescence, 4 h; inhibition, % at 34.9 µM; actives 0.16% (n = 330,000);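 active = inhibition of at least 50% in every replicate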
Keap1 Nrf2 FP – Keap1-Nrf2 (human) interaction inhibition | Keap1 Kelch-Nrf2 peptide fluorescence polarization, 1536-well | actives 0.15% (n = 340,000) | AID 504523 | inhibition, % at 9.4 µM | Q14145; in the data active = inhibition above about 12%;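 also: human Keap1 Kelch domain with fluorescein labeled Nrf2 9mer peptide probe; 0% = neutral control wells and 100% = peptide positive control; higher means more block of Keap1 binding to Nrf2 peptide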
DAGLB inh – diacylglycerol lipase beta (human) inhibition. HEK293T DAGLB membrane lysate, EnzChek fluorogenic substrate. inhibition, % at 5.17 µM. actives 0.059% (n = 340,000); in the data active = inhibition above about 34%;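 also: 0% = enzyme with vehicle and 100% = wells lacking enzyme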
Target sequence (Q8NCG7 whole entry, looked up): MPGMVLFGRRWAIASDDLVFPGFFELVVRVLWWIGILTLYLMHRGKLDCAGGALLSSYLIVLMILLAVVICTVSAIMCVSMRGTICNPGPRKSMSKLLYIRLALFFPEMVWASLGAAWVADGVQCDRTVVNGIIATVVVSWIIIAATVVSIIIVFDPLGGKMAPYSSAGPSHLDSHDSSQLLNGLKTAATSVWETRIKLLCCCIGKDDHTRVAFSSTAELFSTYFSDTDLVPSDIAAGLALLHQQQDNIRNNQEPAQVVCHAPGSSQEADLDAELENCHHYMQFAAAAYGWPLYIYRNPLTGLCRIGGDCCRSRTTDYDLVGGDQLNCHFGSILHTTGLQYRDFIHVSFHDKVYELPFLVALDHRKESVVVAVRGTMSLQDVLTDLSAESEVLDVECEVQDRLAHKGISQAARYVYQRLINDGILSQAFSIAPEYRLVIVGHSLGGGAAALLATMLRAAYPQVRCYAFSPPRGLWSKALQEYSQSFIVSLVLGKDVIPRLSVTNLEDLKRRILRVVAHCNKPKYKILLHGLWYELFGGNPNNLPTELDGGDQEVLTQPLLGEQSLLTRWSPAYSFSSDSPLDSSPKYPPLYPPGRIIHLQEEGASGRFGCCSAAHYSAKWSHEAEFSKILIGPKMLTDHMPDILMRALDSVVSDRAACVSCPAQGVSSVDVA
LANA DNA inh – KSHV C-LANA DNA binding inhibition. MBP-C-LANA/FAM-LBS DNA binding, fluorescence polarization. inhibition, % at 9 µM. actives 0.078% (n = 340,000);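 active = highest replicate inhibition at or above 60% at 9 µM, even if other replicates fall short; inactive = all replicates below 60% inhibition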;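 also: 0% = neutral control wells and 100% = 4 µM acridine orange control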
Cardiac RTF inh – cardiac RTF calcium desensitization | P19429+P45379 | IANBD-labeled cardiac RTF, Ca2+ fluorescence | inhibition, % at 7.15 µM | actives 0.12% (n = 340,000) | AID 493244;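 active = inhibition above the mean inhibition of all tested compounds plus 3 SD, cut at about 17% in these data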;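 also: assay run at fixed EC70 calcium of 1.6 mM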
SR-BI DiI-HDL act – SR-BI HDL lipid transfer activation; CHO ldlA[mSR-BI] cells, DiI-HDL uptake fluorescence, 3 h; 100 = double the neutral-control signal; activation, % at 12.5 µM; actives 0.096% (n = 320,000);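 active = mean replicate activation of at least 60% and every replicate at or above 60%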;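 also: 0% = median plate neutral-control signal and 100% = twice that signal; values of inactives mirror those of a sister screen read the other way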
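Assay system: CHO ldlA[mSR-BI] cells, LDL receptor-null, SR-BI overexpressing; medium: Ham's F12 with 0.5% BSA, HEPES 25 mM, pH 7.4; also added: DiI-HDL 10 µg/mL; timing: 3 h uptake period with compound, 37 °C; signal: DiI fluorescence, bottom read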
* marks the source's active call; other numbers are inactive results.

For CC(C)CCNC(=O)c1nnc(Cc2ccc(Cl)cc2)o1 the results were PKA-R2B activ -2, CAL PDZ FP-1 -0.8, cardiac RTF act 4, CAL PDZ FP-2 0, Rtt109 Vps75 -3, Keap1 Nrf2 FP -2, DAGLB inh -5, LANA DNA inh -0.2, Cardiac RTF inh -16 and SR-BI DiI-HDL act -3.
Screening CC(C)C[C@H](NC(=O)[C@@H](Cc1ccccc1)n1c(=O)[nH]c2ccccc2c1=O)C(=O)N[C@@H](Cc1ccccc1)C(=O)O returned PKA-R2B activ -5, CAL PDZ FP-1 -1.0, cardiac RTF act 8, CAL PDZ FP-2 -4, Rtt109 Vps75 -6, Keap1 Nrf2 FP -2, DAGLB inh 4, LANA DNA inh 0.7, Cardiac RTF inh -9 and SR-BI DiI-HDL act 15.
CSc1ncc(Cl)c(C(=O)Nc2ccccc2Cl)n1 was read as PKA-R2B activ -2, CAL PDZ FP-1 0.7, cardiac RTF act -4, CAL PDZ FP-2 2, Rtt109 Vps75 5, Keap1 Nrf2 FP -3, DAGLB inh -5, LANA DNA inh -0.7, Cardiac RTF inh -9 and SR-BI DiI-HDL act 6.
Screening O=C(NCc1ccccc1)c1ccc(-c2ccccc2F)o1 returned PKA-R2B activ -4, CAL PDZ FP-1 -1.6, cardiac RTF act 6, CAL PDZ FP-2 2, Rtt109 Vps75 1, Keap1 Nrf2 FP -8, DAGLB inh -4, LANA DNA inh 1.0, Cardiac RTF inh 0 and SR-BI DiI-HDL act 4.
Screening O=C(COc1ccc(Cl)cc1)N1CCN(S(=O)(=O)c2ccc(Cl)cc2)CC1 returned PKA-R2B activ -9, CAL PDZ FP-1 0.7, cardiac RTF act -3, CAL PDZ FP-2 -4, Rtt109 Vps75 7, Keap1 Nrf2 FP -10, DAGLB inh -2, LANA DNA inh -0.8, Cardiac RTF inh -1 and SR-BI DiI-HDL act -16.
Screening Cc1cnc(C(=O)Nc2ccc(C)c(S(=O)(=O)N3CCCCC3)c2)cn1 returned PKA-R2B activ 5, CAL PDZ FP-1 -0.5, cardiac RTF act -1, CAL PDZ FP-2 -9, Rtt109 Vps75 -10, Keap1 Nrf2 FP 3, DAGLB inh -2, LANA DNA inh 1.4, Cardiac RTF inh -7 and SR-BI DiI-HDL act 2.
O=C(NCCCNC(=O)c1ccccn1)c1ccc(Cl)cc1 was read as PKA-R2B activ 15, CAL PDZ FP-1 -3.8, cardiac RTF act 8, CAL PDZ FP-2 6, Rtt109 Vps75 -6, Keap1 Nrf2 FP -5, DAGLB inh 1, LANA DNA inh 1.5 and Cardiac RTF inh -14.
`COc1ccc(C(=O)N(C)Cc2ccon2)cc1OC1CCN(C(C)C)CC1` gave PKA-R2B activ -5, CAL PDZ FP-1 -1.7, cardiac RTF act -6, CAL PDZ FP-2 2, Rtt109 Vps75 -7, Keap1 Nrf2 FP -6, DAGLB inh 0, LANA DNA inh 1.0, Cardiac RTF inh -3 and SR-BI DiI-HDL act 6.
CCN1C(=O)N[C@@H](CCc2ccccc2)C(C(C)=O)=C1C was read as PKA-R2B activ -6, CAL PDZ FP-1 2.4, cardiac RTF act -2, CAL PDZ FP-2 2, Rtt109 Vps75 5, Keap1 Nrf2 FP 1, DAGLB inh -3, LANA DNA inh 1.3, Cardiac RTF inh -7 and SR-BI DiI-HDL act 24.
C/C(=N\OCC(=O)OC(C)C(=O)Nc1ccc(C(N)=O)cc1)c1ccc2c(c1)OCO2 (stereo unspecified) was read as PKA-R2B activ -10, CAL PDZ FP-1 -2.9, cardiac RTF act -4, CAL PDZ FP-2 0, Rtt109 Vps75 10, Keap1 Nrf2 FP 2, DAGLB inh -2, LANA DNA inh -1.3, Cardiac RTF inh 4 and SR-BI DiI-HDL act 2.
For COc1ccc(N/C=C/C(=O)c2ccc(C)cc2)c([N+](=O)[O-])c1 the results were PKA-R2B activ -3, CAL PDZ FP-1 -0.1, cardiac RTF act 7, CAL PDZ FP-2 -8, Rtt109 Vps75 -7, Keap1 Nrf2 FP -1, DAGLB inh 8, LANA DNA inh 1.1, Cardiac RTF inh -9 and SR-BI DiI-HDL act -13.
Cn1nnc2c[n+](CC(=O)c3ccc4ccccc4c3)cc(Br)c21 was read as PKA-R2B activ 3, CAL PDZ FP-1 -1.2, cardiac RTF act 9, Rtt109 Vps75 6, Keap1 Nrf2 FP -2, DAGLB inh 11, LANA DNA inh 1.2, Cardiac RTF inh 2 and SR-BI DiI-HDL act -7.
Screening CCOC(=O)C1CCCN(C(=O)c2cn(C)c(=O)c3cc(OC)c(OC)cc23)C1 (stereo unspecified) returned PKA-R2B activ 1, CAL PDZ FP-1 -0.8, cardiac RTF act 0, CAL PDZ FP-2 6, Rtt109 Vps75 -10, Keap1 Nrf2 FP -1, DAGLB inh 3, LANA DNA inh 1.4, Cardiac RTF inh 3 and SR-BI DiI-HDL act 14.
`C=CCN(c1ccc(C(=O)Nc2cccc(C)c2)cc1)S(C)(=O)=O` gave PKA-R2B activ 7, CAL PDZ FP-1 -0.6, cardiac RTF act -3, CAL PDZ FP-2 -6, Rtt109 Vps75 -9, Keap1 Nrf2 FP 4, DAGLB inh -2, LANA DNA inh 0.2, Cardiac RTF inh 2 and SR-BI DiI-HDL act -66.
O=C(CN1CCN(c2ccccn2)CC1)Nc1nc2ccccc2s1 was read as PKA-R2B activ -16, CAL PDZ FP-1 0.4, cardiac RTF act 0, CAL PDZ FP-2 -4, Rtt109 Vps75 -4, Keap1 Nrf2 FP 2, DAGLB inh -2, LANA DNA inh 1.5, Cardiac RTF inh -2 and SR-BI DiI-HDL act 10.
`C[C@H](CO)N1C[C@H](C)[C@@H](CN(C)S(=O)(=O)c2ccccc2)Oc2ccc(NC(=O)Nc3ccccc3)cc2C1=O` gave PKA-R2B activ -3, CAL PDZ FP-1 -1.7, cardiac RTF act -2, CAL PDZ FP-2 -5, Rtt109 Vps75 2, Keap1 Nrf2 FP 3, DAGLB inh -1, LANA DNA inh -1.0, Cardiac RTF inh -2 and SR-BI DiI-HDL act -17.
CC(C)(C)NC(=O)/C(=C\C=C\c1ccccc1)NC(=O)c1ccc([N+](=O)[O-])cc1 was read as PKA-R2B activ -4, CAL PDZ FP-1 -3.3, cardiac RTF act -3, CAL PDZ FP-2 -2, Rtt109 Vps75 -3, Keap1 Nrf2 FP -4, DAGLB inh 1, LANA DNA inh 1.0, Cardiac RTF inh -15 and SR-BI DiI-HDL act -19.
Screening CCOC(=O)c1cnn(-c2nc(OC)cc(OC)n2)c1C(F)(F)F returned PKA-R2B activ 5, CAL PDZ FP-1 -0.7, cardiac RTF act 1, CAL PDZ FP-2 -9, Rtt109 Vps75 7, Keap1 Nrf2 FP 0, DAGLB inh -5, LANA DNA inh 6.1, Cardiac RTF inh -28 and SR-BI DiI-HDL act -21.
C[C@H](NC(=O)c1nc[nH]c1C(=O)N[C@@H](C)c1ccccc1)c1ccccc1 was read as PKA-R2B activ -11, CAL PDZ FP-1 -2.1, cardiac RTF act -4, CAL PDZ FP-2 -1, Rtt109 Vps75 20, Keap1 Nrf2 FP 2, DAGLB inh -1, LANA DNA inh -1.1, Cardiac RTF inh -4 and SR-BI DiI-HDL act 19.
O=C(NC(=S)Nc1ccccn1)c1cncc(Br)c1 was read as PKA-R2B activ 0, CAL PDZ FP-1 -2.4, cardiac RTF act 4, CAL PDZ FP-2 -7, Rtt109 Vps75 -6, Keap1 Nrf2 FP -3, DAGLB inh 0, LANA DNA inh 0.3, Cardiac RTF inh -79 and SR-BI DiI-HDL act -12.

Reprinted at random: 2 records from the list.
O=C(CN1CCN(c2ccccn2)CC1)Nc1nc2ccccc2s1 was read as PKA-R2B activ -16, CAL PDZ FP-1 0.4, cardiac RTF act 0, CAL PDZ FP-2 -4, Rtt109 Vps75 -4, Keap1 Nrf2 FP 2, DAGLB inh -2, LANA DNA inh 1.5, Cardiac RTF inh -2 and SR-BI DiI-HDL act 10.
For CC(C)CCNC(=O)c1nnc(Cc2ccc(Cl)cc2)o1 the results were PKA-R2B activ -2, CAL PDZ FP-1 -0.8, cardiac RTF act 4, CAL PDZ FP-2 0, Rtt109 Vps75 -3, Keap1 Nrf2 FP -2, DAGLB inh -5, LANA DNA inh -0.2, Cardiac RTF inh -16 and SR-BI DiI-HDL act -3.

Next part:
Cn1nc(-c2ccccc2F)c2cc(C(=O)Nc3ccc4c(c3)OCCO4)sc21 was read as PKA-R2B activ -3, CAL PDZ FP-1 -1.9, cardiac RTF act -3, CAL PDZ FP-2 -2, Rtt109 Vps75 -16, Keap1 Nrf2 FP -3, DAGLB inh -1, LANA DNA inh -0.3, Cardiac RTF inh 3 and SR-BI DiI-HDL act -60.
For S=C(NCc1ccncc1)Nc1cccc(Cl)c1 the results were PKA-R2B activ -4, CAL PDZ FP-1 -1.0, cardiac RTF act -2, CAL PDZ FP-2 -3, Rtt109 Vps75 10, Keap1 Nrf2 FP -2, DAGLB inh -2, LANA DNA inh -0.7, Cardiac RTF inh -4 and SR-BI DiI-HDL act 27.
`Cc1nnc(N/N=C/c2ccccc2O)n1N` gave PKA-R2B activ 1, CAL PDZ FP-1 -1.3, cardiac RTF act -5, CAL PDZ FP-2 -3, Rtt109 Vps75 -3, Keap1 Nrf2 FP 1, DAGLB inh -1, LANA DNA inh -0.5, Cardiac RTF inh 0 and SR-BI DiI-HDL act 1.
Screening CCN1CCN(C(=O)c2ccc3c(=O)n(CCC4=CCCCC4)c(=O)[nH]c3c2)CC1 returned PKA-R2B activ -11, CAL PDZ FP-1 -1.8, cardiac RTF act -5, CAL PDZ FP-2 -1, Rtt109 Vps75 5, Keap1 Nrf2 FP -4, DAGLB inh 4, LANA DNA inh -1.8, Cardiac RTF inh -7 and SR-BI DiI-HDL act 9.
For CCC(C)N1CCN(S(=O)(=O)c2ccc(NC(C)=O)cc2)CC1 (stereo unspecified) the results were PKA-R2B activ -12, CAL PDZ FP-1 -1.0, cardiac RTF act 4, CAL PDZ FP-2 0, Rtt109 Vps75 -5, Keap1 Nrf2 FP 3, DAGLB inh 1, LANA DNA inh -1.0, Cardiac RTF inh -7 and SR-BI DiI-HDL act -1.
`Nc1c(C(=O)NCCN2CCOCC2)c2nc3ccccc3nc2n1CCc1ccccc1` gave PKA-R2B activ -7, CAL PDZ FP-1 -2.2, cardiac RTF act -4, CAL PDZ FP-2 -4, Rtt109 Vps75 -16, Keap1 Nrf2 FP -3, DAGLB inh 3, LANA DNA inh 0.0, Cardiac RTF inh 1 and SR-BI DiI-HDL act 9.
COc1ccc2c(c1)CCc1c(C(=O)NCc3ccco3)noc1-2 was read as PKA-R2B activ 0, CAL PDZ FP-1 -2.4, cardiac RTF act 1, Rtt109 Vps75 -2, Keap1 Nrf2 FP 2, DAGLB inh -7, LANA DNA inh -2.0, Cardiac RTF inh -6 and SR-BI DiI-HDL act -4.
